Compound activity as filed in PubChem.
697 NFkB inh – inhibitors of the PMA/ionomycin-induced NF-kB reporter in 697 B cells. 330,000 compounds, 0.33% hits. inhibition, % at 4 µM. AID 435022. 697 B-cell NF-kB luciferase reporter, 16 h; in the data active = inhibition above about 35%
tim10-1 inh – inhibits growth of tim10-1 mutant yeast | S. cerevisiae tim10-1 ts strain growth, BacTiter-Glo, 24 h | inhibition, % at 20 µM | 330,000 compounds, 2.2% hits | AID 463190;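 active = inhibition of at least 40%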;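 also: mutant grown at 25 °C; 0% = DMSO wells with yeast and 100% = wells holding no yeast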
tim23-1 inh – inhibits growth of tim23-1 mutant yeast | S. cerevisiae tim23-1 growth, BacTiter-Glo luminescence, 24 h | 330,000 compounds, 1.3% hits | inhibition, % at 20 µM;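 active = growth inhibition of the mutant yeast at or above 50%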;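 also: temperature-sensitive mutant grown at 25 °C; plate controls were DMSO-treated mutant yeast for no effect and medium wells lacking yeast for full effect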
Mdm2-MdmX inh – inhibitors of human Mdm2/MdmX interaction; 330,000 compounds, 3% hits; inhibition, % at 8 µM; O15151+Q00987; SaOS-2 split-luciferase Mdm2/MdmX complementation, luminescence;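 active = inhibition of at least 50% at 8 µM in the primary screen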
Target sequence (O15151 whole entry, looked up): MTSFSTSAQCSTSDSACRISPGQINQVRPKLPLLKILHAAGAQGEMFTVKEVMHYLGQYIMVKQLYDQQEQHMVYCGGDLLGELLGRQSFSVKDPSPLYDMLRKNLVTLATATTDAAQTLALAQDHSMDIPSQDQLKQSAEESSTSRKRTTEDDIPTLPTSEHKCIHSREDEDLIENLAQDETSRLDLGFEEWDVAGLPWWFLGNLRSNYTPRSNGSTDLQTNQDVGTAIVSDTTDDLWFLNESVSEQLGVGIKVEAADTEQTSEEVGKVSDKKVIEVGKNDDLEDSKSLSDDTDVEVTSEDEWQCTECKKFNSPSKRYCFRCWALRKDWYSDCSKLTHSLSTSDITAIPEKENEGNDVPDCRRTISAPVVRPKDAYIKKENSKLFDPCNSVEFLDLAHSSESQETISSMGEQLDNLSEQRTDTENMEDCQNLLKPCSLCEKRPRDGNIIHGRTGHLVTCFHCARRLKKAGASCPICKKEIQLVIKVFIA
Target sequence (Q00987 whole entry, looked up): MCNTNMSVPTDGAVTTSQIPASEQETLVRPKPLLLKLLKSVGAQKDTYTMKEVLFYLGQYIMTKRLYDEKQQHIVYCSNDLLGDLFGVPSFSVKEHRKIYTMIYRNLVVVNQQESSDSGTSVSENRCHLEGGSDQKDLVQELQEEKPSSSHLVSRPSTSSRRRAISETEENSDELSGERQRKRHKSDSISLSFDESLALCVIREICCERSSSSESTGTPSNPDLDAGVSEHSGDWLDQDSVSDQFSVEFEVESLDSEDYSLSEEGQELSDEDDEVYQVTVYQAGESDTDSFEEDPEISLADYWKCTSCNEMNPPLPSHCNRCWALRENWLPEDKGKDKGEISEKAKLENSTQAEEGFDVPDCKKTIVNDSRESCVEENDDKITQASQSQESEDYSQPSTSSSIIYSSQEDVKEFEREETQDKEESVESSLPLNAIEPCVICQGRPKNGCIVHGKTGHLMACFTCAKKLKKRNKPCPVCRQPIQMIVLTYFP
Jurkat NFkB inh – inhibitors of the PMA/ionomycin-induced NF-kB reporter in Jurkat cells. 330,000 compounds, 0.53% hits. PMA/ionomycin-induced NF-kB luciferase reporter, luminescence. inhibition, % at 4 µM; in the data active = inhibition above about 50%
UPR XBP1 act – activators of adaptive arm of unfolded protein response (XBP1); CHO-XBP1 luciferase reporter, IRE1-XBP1 UPR activation, luminescence; percent of tunicamycin response, DMSO as zero; activation, % at 20 µM; 330,000 compounds, 0.33% hits; AID 463104;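 active = versus positive control, 20 µM dose yields 30% or more activation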;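 also: 100% = tunicamycin at 10 µg/mL and 0% = DMSO only wells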
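Material: CHO cell line with stable XBP1 luciferase reporter; buffer or medium: F12 medium containing 10% fetal bovine serum; compound: single point, 20 µM final compound, 1% DMSO; incubation: 6 h treatment, 37 °C; measured by: glow luminescence from Steady-Glo reagent; evaluation: activation, % of tunicamycin; control set: tunicamycin high, DMSO low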
TIM10 inh – inhibits growth of TIM10 yeast strain | S. cerevisiae TIM10 strain growth, BacTiter-Glo luminescence, 24 h | inhibition, % at 10 µM | 330,000 compounds, 1.4% hits | AID 463195;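 active = inhibition of 40% or more at the single tested concentration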;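 also: wild-type TIM10 isogenic control strain grown at permissive 25 °C; 0% = DMSO yeast wells and 100% = minimal medium wells without yeast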
UPR CHOP act – apoptotic UPR (CHOP) activation. activation, % at 10 µM. 330,000 compounds, 0.34% hits. CHO-CHOP luciferase reporter, luminescence; percent of tunicamycin response over DMSO baseline. AID 449763;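 active = at 10 µM dose, activation of 40% or more, normalized to positive control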;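 also: 100% = tunicamycin at 10 µg/mL and 0% = DMSO alone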
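System: CHO CHOP reporter cells. Amount: 500 cells per well. Buffer or medium: F12 medium, 10% FBS. Compound dosing: one dose, 10 µM in 0.5% DMSO. Incubation: 6 h compound exposure at 37 °C after overnight seeding. Technique: Steady-Glo luciferase luminescence. Benchmarks: tunicamycin and DMSO controls.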
Numbers without * were called inactive; & = joins results of further samples.

SMILES	697 NFkB inh	tim10-1 inh	tim23-1 inh	Mdm2-MdmX inh	Jurkat NFkB inh	UPR XBP1 act	TIM10 inh	UPR CHOP act
CC(C)CCNC(=O)CC1Nc2c3ccccc3nc(=S)n2C1=O (stereo unspecified)	-34	5	10	-21	-5	-2	12	0.4
CCOC(=O)CCSc1nc(-c2ccccc2)cc(C(F)(F)F)n1	-23	-10	-10	16	-7	-6	-18	-0.6
O=C(CN1CCN(CC(=O)Nc2ccccc2C(F)(F)F)CC1)Nc1ccccc1F	17	13	31	-7	12	-5	7	1.7
CCc1nc(Cl)c(C#N)c2c1CSC(C)(C)C2	-7	19	-18	-35	8	7	4	-0.3
O=C(COC(=O)c1ccccc1O)Nc1cccnc1Cl	-8	-4	-4	-18	16	-2	11	1.6
COC(=O)c1sc(NC(=O)C2CCCO2)c(C(=O)OC)c1C (stereo unspecified)	3	23	4	0	-7	2	-7	1.3
O=S(=O)(Nc1ccccc1)c1ccc(NS(=O)(=O)c2c(F)cccc2F)cc1	-3	0	4	-21	13	-3	7	0.2
Cc1cc(S(=O)(=O)n2[nH]c(=O)c(CCO)c2C)c(Cl)cc1Cl	-24	4	-9	-2	12	-2	-8	2.4
O=C(Nc1cc(S(=O)(=O)N2CCOCC2)ccc1N1CCCCC1)c1ccccc1Br	-13	28	35	-14	-5	-4	26	-1.3
O=C1CC(Sc2ncccc2C(=O)O)C(=O)N1 (stereo unspecified)	15	8	-2	20	4	-2	3	0.6
COc1cccc(C(C#N)N2N=C(C)CC2(C)C)c1O (stereo unspecified)	15	-1	0	3	-5	-3	-1	1.0
Cc1ccc(SCc2cc(=O)[nH]c(SCC(=O)Nc3cc(Cl)ccc3Cl)n2)cc1	-1	-5	-8	6	14	-3	-9	0.6
COc1ccc(C(C#N)Nc2ccccc2OC)cc1 (stereo unspecified)	1	9	3	22	-12	-2	-20	-0.9
O=C(NNS(=O)(=O)c1ccc(Cl)cc1Cl)c1cc2ncc(C(F)(F)F)cc2s1	9	16	6	0	10	1	21	0.5
O=C(NC1CCC(Oc2ccc(C(=O)O)cc2)CC1)NC12CC3CC(CC(C3)C1)C2 (stereo unspecified)	1	3	13	-7	-5	-2	1	0.8
Cc1ccc(OCC(=O)N2c3ccccc3NC(=O)C2(C)C)c([N+](=O)[O-])n1	-16	15	13	-11	0	3	11	0.2
CC(C)CC(NC(=O)OC(C)(C)C)c1cn([C@@H](Cc2cc3ccccc3[nH]2)C(=O)N2CCN(C(=O)OC(C)(C)C)CC2)nn1 (stereo partly specified)	14	38	3	24	12	-2	5	1.7
CC(NC(=O)c1ccccc1F)c1nnc(SCC(=O)Nc2nnc(C3CC3)s2)n1C (stereo unspecified)	-1	8	-1	-4	-8	-3	-5	-0.8
COc1ccccc1/C=C(\NC(=O)c1cccc(C)c1)C(=O)Nc1ccccn1	9	1	0	9	1	0	6	-1.3
O=C1Nc2ccc(Br)cc2C1=Nc1ccc(-c2nnc3n2CCCCC3)cc1	8	4	-9	19	10	0	22	1.9

Only Jurkat NFkB inh and 697 NFkB inh (6 entries from above):
| structure | Jurkat NFkB inh | 697 NFkB inh |
| --- | --- | --- |
| O=C1CC(Sc2ncccc2C(=O)O)C(=O)N1 (stereo unspecified) | 4 | 15 |
| COc1cccc(C(C#N)N2N=C(C)CC2(C)C)c1O (stereo unspecified) | -5 | 15 |
| Cc1ccc(SCc2cc(=O)[nH]c(SCC(=O)Nc3cc(Cl)ccc3Cl)n2)cc1 | 14 | -1 |
| COc1ccc(C(C#N)Nc2ccccc2OC)cc1 (stereo unspecified) | -12 | 1 |
| O=C(NNS(=O)(=O)c1ccc(Cl)cc1Cl)c1cc2ncc(C(F)(F)F)cc2s1 | 10 | 9 |
| O=C(NC1CCC(Oc2ccc(C(=O)O)cc2)CC1)NC12CC3CC(CC(C3)C1)C2 (stereo unspecified) | -5 | 1 |

(continued)
SMILES	697 NFkB inh	tim10-1 inh	tim23-1 inh	Mdm2-MdmX inh	Jurkat NFkB inh	UPR XBP1 act	TIM10 inh	UPR CHOP act
Cn1ncc(Cl)c1C(=O)N1CCN(c2ccccc2)CC1	13	4	5	20	-7	-5	-2	-2.6
COc1ccc([N+](=O)[O-])cc1/C=N/NC(=O)CNC(=O)c1cccc(F)c1	-1	15	12	-12	5	0	-2	1.8
OC1CCCN(Cc2nc(Cc3ccccc3Cl)no2)C1 (stereo unspecified)	12	11	5	-23	-7	0	1	-1.9
COc1cccc(OCCn2cc(C(C)=O)c3ccccc32)c1	-21	-17	20	24	34	-1	-20	3.2
S=c1[nH]nc(-c2ccco2)n1/N=C/C=C/c1ccccc1	-16	41*	36	5	17	0	37	-1.7
CC(=O)Nc1ccccc1OCC(O)CS(=O)(=O)c1ccc(C(F)(F)F)cn1 (stereo unspecified)	-15	5	-2	-3	14	-2	3	-1.4
Cc1c(NC(=S)N/N=C/c2ccc([N+](=O)[O-])cc2O)c(=O)n(-c2ccccc2)n1C	5	0	-14	9	1	1	5	0.6
Cn1nc(C(F)(F)F)c(C(=O)Nc2ccc(F)cc2F)c1Sc1ccc(Cl)cc1	4	17	7	-26	12	1	37	-0.9
Cc1ccc(SCC(=O)Nc2ccc3c(c2)OCCO3)cc1	18	-2	22	5	-84	-3	12	5.8
O=C(NC1CC1)C1=C[C@@H](c2ccc(C(F)(F)F)cc2)C[C@@H](OCc2ccc(CO)cc2)O1	17	11	21	15	4	-2	13	-0.2
Cc1ccc(C)c(N2CCN(S(=O)(=O)c3cc4c(cc3C)NC(=O)CO4)CC2)c1	-2	0	7	20	14	-4	1	1.4
COc1ccc(C)cc1NC(=O)C1CCN(C(=O)C2CC(=O)N(c3ccc(C)cc3)C2)CC1 (stereo unspecified)	-12	13	23	-2	-4	0	27	-0.1
N#Cc1ccc(C(=O)N/N=C/c2cn(CC(=O)O)c3ccccc23)c(F)c1	8	8	4	4	-4	2	-5	1.0
CC(=O)c1ccccc1OCCn1nnc(-c2ccc(C)cc2)n1	-7	23	31	1	1	-1	27	-2.1
COc1cc(C(C(=O)Nc2c(C)cccc2C)N(C)C(=O)c2ccc(-n3cnnn3)cc2)ccc1O (stereo unspecified)	-2	-1	-11	16	-3	1	3	-0.1
CC1CCc2nn(CC(=O)N3CCCCCC3)cc2C1 (stereo unspecified)	1	18	20	24	4	0	4	-0.1
CN=C(C)C1=C(O)C(C(=O)OC)C(C)(C)CC1=O (stereo unspecified)	24	3	-10	26	10	-2	0	-0.4
CCOC(=O)NC(=O)C(=CNc1cccc(OC)c1)C(=O)NC(=O)OCC	21	5	7	9	5	1	0	-1.7
O=C(c1cccc(S(=O)(=O)NCc2ccccc2)c1)N1CCN(c2ccccc2)CC1	-6	-1	9	37	2	0	3	-0.3
CCn1c(C)cc(/C=C2/SC(=S)NC2=O)c1C	-6	35	47	-28	3	6	44*	3.7
COc1ccccc1NC(=O)C1=C(C)N(c2ccccc2)C(=S)NC1c1cccc(C(F)(F)F)c1 (stereo unspecified)	-6	37	28	7	-9	-2	28	-2.0
COCCNS(=O)(=O)c1ccc2c3c(cccc13)C(=O)N2C	16	19	23	6	-18	2	-14	0.4
CCCOc1ccc(/C=C/c2c([N+](=O)[O-])c(=O)n(C)c(=O)n2C)cc1	10	-1	-9	15	-2	1	4	0.9
CN(C)S(=O)(=O)c1cccc(-c2csc(N/N=C/c3ccco3)n2)c1	-3	17	16	-4	-6	0	3	4.3
CCCOc1cc(C)nc(-c2ccccc2O)n1	-4	14	7	-4	-7	0	-8	0.9
COc1cccc(NC(=O)CN(C)C(=O)c2cn(-c3ccccc3)nc2-c2cccnc2)c1	19	2	13	-22	3	-4	-4	-0.9
CC1CCCC(NC(=O)c2cccs2)C1C (stereo unspecified)	-3	14	9	13	-20	2	3	-1.8
O=C(NCCc1ccc(Cl)cc1)c1cc(-c2ccccn2)nc2ccccc12	8	35	44	38	-14	-5	30	1.8
COc1ccccc1NC(=O)CC(NCc1ccccc1)C(=O)O (stereo unspecified)	15	-10	2	-20	13	-2	-4	-0.1
O=C(CCn1c(=O)sc2ccccc21)NCCC1=CCCCC1	-7	-3	26	22	-6	-4	5	-2.3
CCOC(=O)c1cnc(-n2nc(C)cc2C)nc1Nc1cccc(C(=O)O)c1	-3	14	1	-13	-8	1	-8	-4.1
Cc1ncsc1CCOC(=O)c1cccc([N+](=O)[O-])c1	19&6	23&-6	7&-6	-11&3	10&1	-1&2	0&-27	0.8&-1.2
CS(=O)(=O)c1cnc(-c2cccnc2)nc1N	3	-4	1	9	-7	-1	-13	-0.3
S=C(NCCc1ccccc1)N/N=C/c1cccs1	-18	33	42	1	-25	-5	41*	0.7
CC(=O)c1cccc(NC(=S)NC(=O)c2ccccc2Br)c1	-5	6	12	2	-19	1	-17	-0.7
Cc1ccc(C2CC(=O)Nc3cc4c(cc32)OCO4)o1 (stereo unspecified)	10	10	3	14	14	-1	14	-2.0
CCOc1ccc2sc(NS(=O)(=O)c3ccc(OC)c(OC)c3)nc2c1	0	3	4	19	-3	1	-1	-1.0
Cn1cnnc1SCC(=O)N1N=C2/C(=C/c3ccco3)CCCC2C1c1ccco1 (stereo unspecified)	-9	15	8	11	-6	3	-4	-1.2
CN(NC(=O)c1ccccc1)C1=NS(=O)(=O)c2ccccc21	-13	11	9	21	0	-4	-1	-1.4
CCOC(=O)c1c(C)[nH]c(C(=O)CN2CCOCC2)c1C	8	-6	11	-2	-14	0	10	-1.3
COc1cc(/C=N/Nc2nncn2/N=C/c2ccc(O)c(OC)c2)ccc1O	-11	39	43	-12	-19	1	37	0.9
Cc1ccccc1OCCn1c(=O)sc2ccccc21	-21	21	4	-4	27	6	-47	-5.2
O=c1oc2ccccc2nc1/C=C(\O)c1ccc(Br)cc1	-7	-61	-9	14	-5	1	-69	0.0
COc1ccc(OCCNC(=O)c2ccccc2OCC(=O)N2CCCCC2)cc1	6	23	21	11	9	-2	-6	0.5
Cc1cccn2c(=O)c(C(=O)NCCCN3CCCCC3C)c(O)nc12 (stereo unspecified)	14	12	5	21	22	-3	-10	0.8
CCOc1cccc(C=Nc2cc(C)cc(C)c2O)c1O	4	6	33	27	0	-4	9	-0.1
Cc1ccc(C)c(N(C(=O)c2snc(C(N)=O)c2N)C(C(=O)NCC2CCCO2)c2ccc(C)o2)c1 (stereo unspecified)	-2	22	22	-15	1	-7	0	-2.7
O=C(CSc1nnc(Cc2ccccc2)o1)N1CCCC1	15	12	6	-9	-7	-2	-3	0.2
O=C(NCCc1ccc(Cl)cc1)C1CCCN1C(=O)Nc1ccc(F)cc1 (stereo unspecified)	-2	-14	-1	9	-17	-3	-4	0.1
COc1cccc(C(=O)Cn2c(NCCO)nc3ccccc32)c1	7	-19	-5	26	13	-1	-1	-2.6

(more compounds)
SMILES	697 NFkB inh	tim10-1 inh	tim23-1 inh	Mdm2-MdmX inh	Jurkat NFkB inh	UPR XBP1 act	TIM10 inh	UPR CHOP act
O=C(Oc1ccccc1-c1nnco1)c1ccccc1	4	-7	-6	23	13	-2	-23	-1.5
CCCCNC(=O)COC(=O)c1c2c(nc3ccccc13)CCC2	19	-6	11	4	19	-2	12	1.0
C=CCNC(=O)c1ccccc1NC(=O)c1ccc(Cl)c(S(=O)(=O)Nc2ccccc2)c1	-48	5	15	3	-5	-2	-1	-1.5
C=C(C)C1CCC(C)=C1CC(C)(C)/C=N\n1cnnc1 (stereo unspecified)	-29	24	22	11	-5	-1	22	-1.7
COc1ccc(Br)cc1/C=N/NC(=O)c1ccc(OC)c(OC)c1	-14	19	29	-5	-11	1	5	1.7

Single records, from the list above. Order of values: 697 NFkB inh, tim10-1 inh, tim23-1 inh, Mdm2-MdmX inh, Jurkat NFkB inh, UPR XBP1 act, TIM10 inh, UPR CHOP act
Shown for `O=C(CSc1nnc(Cc2ccccc2)o1)N1CCCC1` = 15, 12, 6, -9, -7, -2, -3, 0.2
Shown for `COc1ccc([N+](=O)[O-])cc1/C=N/NC(=O)CNC(=O)c1cccc(F)c1` = -1, 15, 12, -12, 5, 0, -2, 1.8
